# IMPase Li inh: membrane-permeable IMPase blocker, potentiated with lithium; Potency, µM (titrated, usually from 59.4 µM), without a hit: top-dose activity, negative = IMPase inhibition, usual class: inhibitors; AID 1457; 210,000 tested, 0.35% active; CHO-M1 cells, IP1 TR-FRET (IP-One), carbachol + lithium;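 also: IP1 builds up when IMPase is blocked and the TR-FRET signal falls; plate controls were basal vehicle for no effect and high inhibitor control for full effect; nearly all actives have a fitted effect of over 50% in size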
#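 CHO cells stably expressing M1 receptor (2000/well, cultured 16–30 h) treated 30 min at 37C with compound plus low lithium. Cytosolic IP1 by TR-FRET (665/620 ratio and 620 channel) after 10 min lysis; AC50 by Hill fit.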
# KDM4E inh: inhibitors of human JMJD2E histone demethylase; B2RXH2; JMJD2E catalytic domain, FDH-coupled NADH fluorescence (FDH is formaldehyde dehydrogenase); Potency, µM (doses to about 57.1 µM), without a hit: top-dose activity change, negative = inhibition, most hits filed as inhibitors; 230,000 tested, 1.6% active; active = well fitted inhibition curve with a large enough effect, not every such curve was filed as active; inconclusive = small, poorly fitted or top-dose-only effect, or another doubt; inactive = no such curve, though single readings can be large or run the other way;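 also: 0% = wells with enzyme and -100% = buffer wells without enzyme; nearly all actives have a fitted effect of over 50% in size; many of its hits are not listed in these tables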
# Target sequence (B2RXH2 1-337 limits assumed): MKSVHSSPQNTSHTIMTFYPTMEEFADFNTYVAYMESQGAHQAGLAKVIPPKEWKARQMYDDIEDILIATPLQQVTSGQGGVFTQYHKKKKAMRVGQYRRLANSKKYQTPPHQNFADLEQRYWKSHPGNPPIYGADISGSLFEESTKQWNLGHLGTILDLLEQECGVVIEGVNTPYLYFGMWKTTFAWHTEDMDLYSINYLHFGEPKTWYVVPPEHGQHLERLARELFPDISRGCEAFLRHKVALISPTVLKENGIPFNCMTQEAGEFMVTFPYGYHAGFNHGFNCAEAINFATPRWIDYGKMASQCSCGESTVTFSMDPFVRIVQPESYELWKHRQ
# KinaseGlo FLuc: counter-screen: inhibitors of Kinase-Glo firefly luciferase | Kinase-Glo luciferase, ATP luminescence, 8 min | Potency, µM (series often up to 38.3 µM), for the others: at the highest dose activity change, negative = inhibition, actives largely listed as inhibitors | 200,000 tested, 0.28% active | AID 1379; also: % is scaled to controls: 0 for no effect and ±100 for the full control effect; nearly all actives have a fitted effect of over 60% in size
#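 Compounds were added to a substrate mix at pH 7.2 (50 mM imidazole, 10 uM ATP, within the enzyme's linear range), followed by Kinase-Glo detection reagent; luminescence was measured after 8 minutes at ambient temperature.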
# RECQ1 inh: RECQ1 (human) helicase inhibition | RECQ1 DNA unwinding, red fluorescence kinetic read | Potency, µM (doses to about 57.3 µM), for the others: at the top dose activity, negative = inhibition, usual class: inhibitors | 240,000 tested, 0.54% active | AID 2549;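 also: plate controls were vehicle for no effect and no enzyme for full effect; nearly all actives have a fitted effect of over 30% in size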
#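 RECQ1T1 50 nM; forked duplex (20 bp + 30-nt ss tails) 200 nM, ATP 2 mM final; pH 8.0, 2 mM MgCl2, 2.5 ug/ml poly(dI-dC); 15 min compound preincubation; discontinuous kinetic read over 2 h at RT.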
# RGS12 GoLoco inh: blocks human Gai1 binding to RGS12 GoLoco peptide, red readout. P63096. Gai1:RGS12 GoLoco peptide FP, rhodamine, 10 min. Potency, µM (highest dose often 61.6 µM), for inactives: at the highest dose activity, negative = inhibition, hits mostly inhibitors. 230,000 tested, 0.44% active; active = well fitted inhibition curve with a large enough effect, not every such curve was filed as active; inactive = no such curve, though single readings can be large or run the other way; also: % is scaled to controls: 0 for no effect and ±100 for the full control effect; nearly all actives have a fitted effect of over 30% in size; many of its hits are not listed in these tables
# Target sequence (P63096 whole entry, looked up): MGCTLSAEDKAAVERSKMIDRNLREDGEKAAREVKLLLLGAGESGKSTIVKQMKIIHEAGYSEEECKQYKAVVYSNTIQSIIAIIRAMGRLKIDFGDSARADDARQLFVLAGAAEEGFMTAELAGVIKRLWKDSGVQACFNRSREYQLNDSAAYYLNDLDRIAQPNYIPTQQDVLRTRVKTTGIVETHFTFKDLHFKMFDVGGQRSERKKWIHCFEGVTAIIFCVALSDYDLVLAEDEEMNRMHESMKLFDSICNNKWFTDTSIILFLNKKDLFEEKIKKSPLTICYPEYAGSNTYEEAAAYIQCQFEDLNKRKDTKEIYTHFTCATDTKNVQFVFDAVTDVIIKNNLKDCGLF
# Epigenetic derep: regulators of epigenetic silencing causing reporter derepression in mouse cells; murine LDR cells, GFP reporter derepression, 30 h; Potency, µM (titrated, usually from 53.9 µM), for the others: at the highest dose GFP activation, usual class: activators; 280,000 tested, 0.2% active; also: % of control where 0% means no effect; nearly all actives have a fitted effect of over 60% in size
#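 Readout is the number of GFP-expressing murine LDR cells, counted by cytometry following washing. Cells were treated with compound for 30 h at 37 C; the stably integrated CMV-GFP locus is normally silent.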
# NPSR antag: neuropeptide S receptor (human) antagonism, cAMP; Q6W5P4; CHO-NPSR cells, cAMP TR-FRET, antagonist mode; 220,000 tested, 1% active; AID 1461; Potency, µM (doses to about 38.3 µM), for the others: at the highest dose activity change, negative = inhibition, hits mostly inhibitors; also: % is scaled to controls: 0 for no effect and ±100 for the full control effect; nearly all actives have a fitted effect of over 50% in size; many of its hits are not listed in these tables
# Target sequence (Q6W5P4 whole entry, looked up): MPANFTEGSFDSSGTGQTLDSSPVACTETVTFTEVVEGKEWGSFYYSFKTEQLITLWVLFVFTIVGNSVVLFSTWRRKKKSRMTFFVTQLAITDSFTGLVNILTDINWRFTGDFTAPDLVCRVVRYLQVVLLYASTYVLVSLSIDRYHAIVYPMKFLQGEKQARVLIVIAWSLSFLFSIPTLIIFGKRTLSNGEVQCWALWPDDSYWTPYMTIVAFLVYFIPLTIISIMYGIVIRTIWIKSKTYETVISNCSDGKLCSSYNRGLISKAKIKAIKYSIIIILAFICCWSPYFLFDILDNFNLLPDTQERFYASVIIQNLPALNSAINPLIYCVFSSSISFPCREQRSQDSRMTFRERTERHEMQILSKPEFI
# SMN2 splice enh: enhancers of SMN2 splice variant expression. HEK293 SMN2-luciferase splicing reporter, luminescence, 30-36 h. Potency, µM (series often up to 46.1 µM), inactives show at the highest dose activity change, positive = activation, most hits filed as activators. 210,000 tested, 2.8% active; also: % of control where 0% means no effect; nearly all actives have a fitted effect of over 55% in size
#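 HEK293 cells carry an SMN2 minigene-luciferase reporter in which exon 7 inclusion puts luciferase in frame. Cells were seeded at 2000 cells/well, attached for 10-12 hours, then exposed to compounds for 30-36 hours at 37C before ONE-Glo luminescence.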
# An asterisk follows results filed as active; i = inactive; ? = inconclusive; . = no result given; [ ] = another dose, or the depositor's remark. Unless noted, calls follow the shape of the dose curve; as a rule, active = well fitted curve in the direction sought with a large enough effect; inconclusive = small, poorly fitted or top-dose-only effect, or another doubt; inactive = no such curve, though single readings can be large; an effect the other way counts as inactive or inconclusive. Potency is read from the fitted curve at half-maximal effect.
SMILES,IMPase Li inh,KDM4E inh,KinaseGlo FLuc,RECQ1 inh,RGS12 GoLoco inh,Epigenetic derep,NPSR antag,SMN2 splice enh
O=C1c2cccc(OCC(=O)N3N=C(c4cccs4)CC3c3ccc(F)cc3)c2CCN1Cc1cccnc1 (stereo unspecified),15.0%,?,-0.9%,-5.3%,4.1%,-1.1%,-59.9%,2.4%
CCC1Oc2ccc(C)cc2N(CC(=O)NCc2ccccc2OC)C1=O (stereo unspecified),10.9%[38.3 µM],4.5%,-1.6%,-0.1%,-1.4%,3.8%,0.2%[46.1 µM],11.0%
CC(=O)OC[C@H]1O[C@@H](O/N=C/[C@@H](C)[C@H](OCc2ccccc2)C(C)C)[C@H](OC(C)=O)[C@@H](OC(C)=O)[C@@H]1OC(C)=O,10.9%,4.0%,-1.5%,i,-4.2%,-0.3%,3.9%,0.2%
Cc1cc(C)c(NC(=O)Cn2cc3c(n2)CCCC3)c(C)c1,12.6%[38.3 µM],3.6%,-1.2%,i,-6.2%,0.0%,-3.3%[46.1 µM],-29.1%
Cc1cc(OCC(=O)Nc2cccc(S(=O)(=O)NC3=NCCCCC3)c2)ccc1Cl,11.4%,-2.5%,-0.4%,0.8%,-13.8%,-1.0%,6.7%,-14.2%
Cc1cc(C(F)(F)F)nc(SCC(=O)NC2CC3CCC2C3)n1 (stereo unspecified),13.3%[38.3 µM],-3.3%,-1.6%,-0.7%,2.4%,0.8%,-9.3%[46.1 µM],-11.1%
C/C(CC(=O)NC(C)(C)C)=N\NC(=O)COc1ccc(C)cc1Br,-7.7%,25.8%,2.9%,0.3%,1.7%,0.0%,12.5%,-7.7%
COC(=O)N/N=C/c1c[nH]c2ccccc12,3.0%,7.6%,-5.2%,-4.0%,6.9%,-2.5%,-2.8%,-46.9%[inhibitor]
CN(C)CCNC=C(C(=O)Nc1ccc(Cl)cc1Cl)C(=O)Nc1ccc(Cl)cc1Cl,39.8%[activator][38.3 µM],0.4%,2.1%,3.8%,8.2%,2.2%,5.8%[46.1 µM],-8.7%
CCCCNC(=O)CC1Nc2ccccc2NC1=O (stereo unspecified),-7.9%[38.3 µM],?,-0.1%,-12.9%,5.6%,0.0%,0.5%[46.1 µM],0.5%
CCCOc1ccc(S(=O)(=O)NCCN2CCOCC2)c2ccccc12,6.3%[38.3 µM],-0.7%,-0.5%,-1.9%,3.7%,0.0%,-0.1%[46.1 µM],4.5%
O=C(/C=C/c1cccc(F)c1)Nc1cc(S(=O)(=O)N2CCOCC2)ccc1N1CCCC1,1.6%,-7.9%,-0.3%,-2.2%,-17.7%,-1.3%,0.1%,1.8%
CCn1c(Cc2ccccc2)nnc1SCc1ccc([N+](=O)[O-])cc1,7.5%,8.9%,1.0%,-0.6%,10.3%,0.0%,-9.3%,-10.7%
Cc1ccc(C)c(/C(O)=C2\C(=O)C(=O)N(CCCn3ccnc3)C2c2ccncc2)c1 (stereo unspecified),-29.3%[38.3 µM],-29.6%,6.7%,-0.9%,-11.6%,-1.9%,-7.5%[46.1 µM],15.7%
CC(C)C[C@@H](CC(=O)N[C@H](CC(=O)N[C@@H]1CCNC[C@H]1C(=O)N[C@H](CC(=O)N[C@@H](CCC(=O)O)CC(=O)O)Cc1c[nH]c2ccccc12)C(C)C)NC(=O)[C@@H]1CNCC[C@H]1N,14.5%,-3.8%,0.6%,-19.9%,2.3%,-0.3%,.,1.9%
Cc1cc2nc(N)sc2cc1[N+](=O)[O-],-13.7%[38.3 µM],-1.7%,-1.7%,i,-8.8%,0.4%,6.6%[46.1 µM],9.1%
CN(C(=O)COC(=O)c1nc(Cl)c(Cl)c(Cl)c1Cl)C1CCS(=O)(=O)C1 (stereo unspecified),-8.5%,3.2%,0.7%,i,43.9%[activator],0.0%,-29.6%,-64.1%[inhibitor]
O=C(NC1CCCCC1)C(c1ccccc1)N1CCOCC1 (stereo unspecified),-9.4%[38.3 µM],0.6%,-2.0%,-7.9%,-17.4%,0.0%,-7.7%[46.1 µM],-6.6%
CCOc1c(Br)cc(C(N)=O)cc1OCc1ccccc1,2.1%,4.1%,-0.2%,2.7%,1.2%,2.0%,-0.9%,.
CCNC(=S)NS(=O)(=O)c1ccc(F)cc1,-0.3%,3.3%,1.4%,i,-10.2%,5.5%,14.3%,-6.5%

# Compound profiles (already shown).
# `O=C1c2cccc(OCC(=O)N3N=C(c4cccs4)CC3c3ccc(F)cc3)c2CCN1Cc1cccnc1` (stereo unspecified) is listed with IMPase Li inh = 15.0%; KDM4E inh = ?; KinaseGlo FLuc = -0.9%; RECQ1 inh = -5.3%; RGS12 GoLoco inh = 4.1%; Epigenetic derep = -1.1%; NPSR antag = -59.9%; SMN2 splice enh = 2.4%
# `CN(C(=O)COC(=O)c1nc(Cl)c(Cl)c(Cl)c1Cl)C1CCS(=O)(=O)C1` (stereo unspecified) is listed with IMPase Li inh = -8.5%; KDM4E inh = 3.2%; KinaseGlo FLuc = 0.7%; RECQ1 inh = i; RGS12 GoLoco inh = 43.9%[activator]; Epigenetic derep = 0.0%; NPSR antag = -29.6%; SMN2 splice enh = -64.1%[inhibitor]
# `CN(C)CCNC=C(C(=O)Nc1ccc(Cl)cc1Cl)C(=O)Nc1ccc(Cl)cc1Cl` is listed with IMPase Li inh = 39.8%[activator][38.3 µM]; KDM4E inh = 0.4%; KinaseGlo FLuc = 2.1%; RECQ1 inh = 3.8%; RGS12 GoLoco inh = 8.2%; Epigenetic derep = 2.2%; NPSR antag = 5.8%[46.1 µM]; SMN2 splice enh = -8.7%

# Further entries
SMILES,IMPase Li inh,KDM4E inh,KinaseGlo FLuc,RECQ1 inh,RGS12 GoLoco inh,Epigenetic derep,NPSR antag,SMN2 splice enh
COc1ccc(-c2cn[nH]c2C)cc1OC,2.0%,-1.3%,-1.5%,i,9.7%,-2.0%,14.7%,3.1%
Cc1ccc(Cn2ccc(NC(=O)c3cc(C(C)C)on3)n2)cc1,21.3%[38.3 µM],7.4%,-1.5%,-2.2%,-6.6%,0.0%,-28.5%[46.1 µM],6.9%
Cc1ccccc1-c1nnc(SCC(=O)Nc2cccc(C)c2C)o1,5.4%[38.3 µM],-3.3%,-2.2%,-0.2%,-2.6%,-0.8%,-10.2%[46.1 µM],-7.1%
BrC(=C\c1ccccc1)/C=N/Nc1ccc2nncn2n1,.,-17.7%,.,13.3%,6.5%,3.8%,-22.7%,.
CN1C(=O)CC(N2CCC(C(N)=O)(N3CCCCC3)CC2)C1=O (stereo unspecified),-10.4%[38.3 µM],-0.1%,3.0%,-4.0%,6.5%,-0.8%,1.7%[46.1 µM],-4.2%
Cc1cc(C(=O)NCCN2CCOCC2)ccc1[N+](=O)[O-],-3.1%,-3.4%,-1.3%,-7.8%,12.3%,0.4%,-13.4%,.
COc1cc(C(=S)N2CCCC2)ccc1OS(=O)(=O)c1ccc(NC(C)=O)cc1,22.2%,1.4%,3.1%,-4.7%,11.8%,-1.5%,6.7%,-68.4%[inhibitor]
COc1ccc(NC(=O)c2cc(C(C)C)on2)c(OC)c1,28.4%[38.3 µM],-19.1%,-1.9%,0.4%,1.6%,0.0%,-5.6%[46.1 µM],15.8µM*
Cc1ccc(CNC(=O)[C@H](C)[C@@H]2C[C@@]2(C)[C@@H](NC(=O)OCc2ccccc2)c2ccccc2)c(F)c1F,-2.7%,-3.7%,-1.0%,-7.9%,3.0%,0.4%,.,-10.4%
Nc1nc(-c2ccccc2)cn1N,8.7%[38.3 µM],?,-5.3%,i,-0.1%,-1.1%,-12.4%[46.1 µM],-2.0%
COc1ccc(N2C(=O)NC3CC2(C)Oc2ccccc23)cc1 (stereo unspecified),4.8%,1.0%,-1.8%,-6.9%,1.3%,-1.0%,17.2%,-16.9%
COC(=O)C1=C(C)Nc2c(c(=O)n(C)c(=O)n2C)C1c1cccc(O)c1 (stereo unspecified),.,-11.7%,.,i,-9.3%,0.1%,-9.6%,.
Cc1cc(C)c(S(=O)(=O)c2ccccc2C(=O)O)c(C)c1,20.7%[38.3 µM],-0.9%,-1.9%,19.7%,-6.4%,7.0%,2.8%[46.1 µM],1.3%
COc1cc(C(=O)Nc2ccc(OCC(=O)O)cc2)cc(OC)c1OC,5.9%[38.3 µM],4.2%,0.5%,i,-0.5%,0.7%,-1.9%[46.1 µM],-10.3%
Cc1ccc(C(=O)OCC(=O)Nc2ccccc2N2CCOCC2)cc1,7.4%,10.3%,-2.9%,-3.8%,2.7%,0.0%,-2.3%[46.1 µM],-4.4%
Cc1ccc(C(=O)N/C(=C\c2ccc(Cl)cc2)C(=O)NCC2CCCO2)cc1 (stereo unspecified),2.1%,-0.5%,-1.0%,2.3%,5.3%,1.1%,12.8%,1.9%
Clc1cccc(Nc2nc(-c3ccncc3)cs2)c1,12.7%,10.5%,-0.5%,-1.6%,7.6%,0.0%,-3.0%,.
c1ccc(C2=Nn3c(nnc3-c3ccco3)SC2)cc1,5.3%,2.2%,1.9%,i,3.5%,1.1%,-5.6%,2.1%
NC(=O)C1CC(O)CN1c1nc(CN2CCOCC2)nc2scc(-c3ccccc3)c12 (stereo unspecified),-3.3%[38.3 µM],-0.5%,9.0%,i,2.1%,-2.1%,-7.5%[46.1 µM],-2.9%
C=CCn1c(=NC(=O)c2cccs2)sc2cc(NC(C)=O)ccc21,-7.1%,?,.,i,16.1%,-1.2%,11.6%,.
O=C1C2CC=CCC2C(=O)N1Nc1ccccc1 (stereo unspecified),-4.2%,-3.5%,0.2%,-0.5%,6.5%,1.5%,1.2%,10.6%
COc1ccccc1NC1=CC(=O)CC(c2ccccc2)C1 (stereo unspecified),5.2%,-10.6%,-1.6%,0.9%,3.9%,0.0%,27.2%,10.1%
COc1ccc(-n2nc(C(=O)NCC(=O)NCC3CCCO3)c3ccccc3c2=O)cc1Cl (stereo unspecified),-3.2%[38.3 µM],-0.6%,2.1%,-7.8%,8.3%,-0.2%,-10.1%[46.1 µM],-16.7%
Cc1cc(NC(=O)COc2ccc(N(C)S(=O)(=O)c3ccccc3)cc2)no1,-1.8%[38.3 µM],2.6%,-2.0%,i,8.4%,1.0%,-0.6%[46.1 µM],-7.2%
O=C(Nc1cc(S(=O)(=O)N2CCOCC2)ccc1N1CCOCC1)c1cccc(S(=O)(=O)N2CCCCC2)c1,.,?,.,13.8%,-4.8%,0.2%,-14.0%,.
CC(=O)c1cccc(S(=O)(=O)NCCC(=O)O)c1,-0.8%,-6.7%,0.8%,-8.6%,0.1%,7.1%,10.3%,-5.0%

# Source: PubChem

# An excerpt (hit frequency here may not be typical).
